# Source: PubChem
# TEAD-YAP block – TEAD-YAP interaction inhibition; inhibition, % at 9.12 µM; HEK-TIYL cells, TEAD-Gal4/YAP UAS-luciferase luminescence; AID 1259422; hit rate 1.4% among 640,000; in the data active = inhibition above about 32%;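 note: 0% = median of test compound wells and 100% = reference inhibitor wells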
# FBW7 act – human FBW7 E3 ligase activation, primary screen; Q969H0; AlphaScreen FBW7–phospho-cyclin E peptide binding, activator screen; normalized activity (activation), % at 26.1 µM; hit rate 0.13% among 650,000; in the data active = normalized activity above about 1.9%;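 note: purified mutant Fbw7 with reduced substrate affinity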
# MITF primary – inhibitors of human MITF; inhibition, % at 2.6 µM; hit rate 0.91% among 650,000; AlphaScreen MITF homodimerization, bead proximity signal; O75030; in the data active = inhibition above about 50%;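 note: 0% = vehicle wells with protein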
# Target sequence (O75030 whole entry, looked up): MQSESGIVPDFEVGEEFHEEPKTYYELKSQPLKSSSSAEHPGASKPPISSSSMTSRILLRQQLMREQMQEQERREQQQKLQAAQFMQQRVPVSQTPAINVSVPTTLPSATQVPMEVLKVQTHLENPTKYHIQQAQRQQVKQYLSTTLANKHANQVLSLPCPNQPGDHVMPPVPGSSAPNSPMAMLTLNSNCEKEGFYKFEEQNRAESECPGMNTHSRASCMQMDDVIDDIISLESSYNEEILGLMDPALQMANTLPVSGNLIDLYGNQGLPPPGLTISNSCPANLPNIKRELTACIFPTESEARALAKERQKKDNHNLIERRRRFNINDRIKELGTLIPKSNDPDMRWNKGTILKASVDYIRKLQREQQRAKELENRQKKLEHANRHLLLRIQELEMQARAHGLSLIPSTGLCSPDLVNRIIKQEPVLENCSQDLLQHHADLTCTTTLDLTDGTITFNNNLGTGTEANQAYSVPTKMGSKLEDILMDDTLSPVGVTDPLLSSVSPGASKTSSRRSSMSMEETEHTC
# GPR151 activ – activators of human GPR151. PathHunter beta-arrestin GPR151 cells, luminescence. AID 1508602. hit rate 1% among 650,000. activation, % at 11.2 µM. Q8TDV0; in the data active = activation above about 4.9%;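 note: 0% = median of compound wells and 100% = cells with positive control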
# Target sequence (Q8TDV0 whole entry, looked up): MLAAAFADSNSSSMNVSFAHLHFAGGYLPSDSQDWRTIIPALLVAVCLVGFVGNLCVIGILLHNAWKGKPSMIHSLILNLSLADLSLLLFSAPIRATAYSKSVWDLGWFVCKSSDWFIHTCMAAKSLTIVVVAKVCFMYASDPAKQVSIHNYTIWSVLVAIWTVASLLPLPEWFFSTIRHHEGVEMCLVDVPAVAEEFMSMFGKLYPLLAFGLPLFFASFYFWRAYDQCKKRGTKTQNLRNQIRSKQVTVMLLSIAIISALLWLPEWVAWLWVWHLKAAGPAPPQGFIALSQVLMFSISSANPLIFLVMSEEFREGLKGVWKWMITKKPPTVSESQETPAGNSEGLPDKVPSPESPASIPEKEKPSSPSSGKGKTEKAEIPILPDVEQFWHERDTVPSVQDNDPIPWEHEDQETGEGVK
# * = called active by the depositor; x = no result given.
# The line under a structure holds: TEAD-YAP block	FBW7 act	MITF primary	GPR151 activ
> CC1CN(c2ccc(Cl)cc2)c2nc3c(c(=O)n(CC(N)=O)c(=O)n3C)n2C1 (configuration not stated)
  5	0.1	13	-0.7
> CC1CC(C)CN(C(=O)Cn2cc3c(n2)CCCC3)C1 (configuration not stated)
  -1	-0.1	-3	-0.2
> CC(=O)CC1(O)C(=O)N(Cc2ccccc2)c2ccccc21 (configuration not stated)
  7	0.2	-3	0.3
> COc1ccc(NS(=O)(=O)c2ccc(Br)c(C)c2)cc1S(N)(=O)=O
  -3	0.0	5	1.2
> NC(c1c(O)ccc2ccccc12)P(=O)(O)O (configuration not stated)
  5	0.1	5	3.1
> CC(C)CS(=O)(=O)Nc1ccc2c(c1)CCCN2S(=O)(=O)c1ccc(F)cc1
  -10	-0.1	-4	5.2*
> CC(=O)N1CCc2cc(Br)cc(S(=O)(=O)NCC3COc4ccccc4O3)c21 (configuration not stated)
  -11	0.1	-3	-0.1
> Cc1c(C(=O)Nc2ccc(F)cc2Cl)sc2ncn(Cc3cccc(F)c3)c(=O)c12
  6	0.4	-6	0.1
> COC(=O)C1=C(C)NC(=O)/C1=C\c1ccccc1Cl
  9	-0.1	-4	0.5
> COC(=O)c1ccc2c(c1)N(Cc1cccc(Cl)c1)C(=O)CS2
  6	-0.2	2	1.4
> O=C(c1cccs1)N(CCN(Cc1ccccc1)C(=O)c1cccs1)Cc1ccccc1
  0	-0.1	5	2.8
> CCOC(=O)c1c(NC(=O)Cc2ccc(OC)cc2)sc(C(=O)Nc2ccccc2OC)c1C
  13	0.2	12	-1.6
> COc1cc(C2Nc3ccccc3-c3nnc(SC)nc3O2)cc(OC)c1OC (configuration not stated)
  10	0.0	0	0.0
> C=CCNc1nc(Cl)nc(NCc2ccc(Cl)cc2)n1
  2	0.1	-16	1.7
> O=C(Nc1ccnn1C1CCN(Cc2ccc(Cl)cc2)CC1)c1cccc(F)c1
  19	0.0	-5	0.7
> Nc1nc(NCc2ccc3c(c2)OCO3)cc(Nc2ccc3c(c2)OCO3)n1
  12	-0.1	6	2.5
> CC1Cc2cc(S(=O)(=O)N(C)CC(=O)Nc3ccccn3)ccc2N1C(=O)C1CC1 (configuration not stated)
  9	0.0	3	0.2
> CCc1ccc(NC(=O)N2CCC(CN3CCOCC3)CC2)cc1
  1	0.0	7	-1.3
> CC1Cc2cc(S(=O)(=O)CCC(=O)Nc3ccccc3)ccc2N1C(=O)C1CC1 (configuration not stated)
  5	-0.2	-3	0.1
> Cc1ccc2c(CN(C)Cc3ccco3)cc(=O)oc2c1
  -30	0.1	8	-1.2
> CCN(c1cccc(C)c1)S(=O)(=O)c1ccc2c(c1)NC(=O)C(C)C(=O)N2 (configuration not stated)
  -3	-0.2	-6	-2.5
> CC1CCN(C(=O)CSc2nncn2C)CC1
  2	0.0	9	1.0
> NC(=O)COc1coc(CN2CCN(c3cccc(Cl)c3)CC2)cc1=O
  16	-0.1	18	1.7
> CC1CCCCN1C(=O)C1CC=CCC1C(=O)O (configuration not stated)
  -1	-0.1	10	0.5
> OCCC1CN(C2C3CC4CC(C3)CC2C4)CCN1Cc1ccccc1F (configuration not stated)
  -7	0.4	16	0.5
> COc1ccc(/C=C/CN2CCCC(C(=O)Nc3cccc(-n4cnnn4)c3)C2)cc1 (configuration not stated)
  -16	0.0	2	-0.2
> CC1=C(C(=O)OCc2ccccc2)C(c2ccc(O)cc2)n2ncnc2N1 (configuration not stated)
  10	-0.1	5	0.7
> CN1CCN(c2ncc(-c3cccc(O)c3)n3ccnc23)CC1
  -24	0.0	3	-0.3
> Cc1cnc(-c2ccc(C(=O)NC3CC3)cc2)nc1NCCc1ccc(O)cc1
  -4	0.3	18	2.2
> Cc1c(Cl)cccc1NC(=S)N(Cc1cccnc1)Cc1ccccc1Cl
  8	0.1	-7	-0.8

# Of the compounds above, three have a thiophene ring, fused or not:
# The line under a structure holds: TEAD-YAP block	FBW7 act	MITF primary	GPR151 activ
> Cc1c(C(=O)Nc2ccc(F)cc2Cl)sc2ncn(Cc3cccc(F)c3)c(=O)c12
  6	0.4	-6	0.1
> O=C(c1cccs1)N(CCN(Cc1ccccc1)C(=O)c1cccs1)Cc1ccccc1
  0	-0.1	5	2.8
> CCOC(=O)c1c(NC(=O)Cc2ccc(OC)cc2)sc(C(=O)Nc2ccccc2OC)c1C
  13	0.2	12	-1.6

# (continued)
# The line under a structure holds: TEAD-YAP block	FBW7 act	MITF primary	GPR151 activ
> COc1ccc(CNC(=O)C2CCN(c3cnccn3)CC2)cc1
  1	-0.1	-14	-0.5
> O=C(O)c1coc(=O)c(Br)c1
  6	0.4	43	-1.2
> CCN1C(=O)c2ccc(C(=O)NCc3ccccc3)cc2C1=O
  2	-0.1	0	0.1
> Cc1ccc(NC(=O)C(C)Sc2nc(N)cc(N)n2)cc1 (configuration not stated)
  2	1.0	7	4.5
> O=C1Nc2cc(C(=O)O)ccc2S/C1=C\c1ccc(Cl)cc1
  -4	-0.2	-11	-0.5
> c1nc(N2CCCCCC2)c2c3c(sc2n1)CCCC3
  -6	-0.1	-3	3.4
> CCCc1cc(C(=O)NC2CCCCC2)no1
  -45	0.0	7	-1.4
> Cc1ccc(N)cc1NC(=O)CSc1nnc(-c2ccco2)n1-c1ccccc1
  -1	-0.2	5	1.2
> COc1cc(/C=C/c2ccncc2)ccc1OC(=O)c1cccs1
  -27	-0.2	1	-1.4
> Cc1ccc(OCC(=O)n2nc(C)c(S(=O)(=O)N3CCC(C)CC3)c2C)cc1
  -4	-0.1	2	-1.5
> COc1ccccc1N1CCN(c2ncnc3sc(C(=O)N4CCCCC4C)c(C)c23)CC1 (configuration not stated)
  7	-0.1	11	1.3
> Cc1ccccc1CN1CC(C)OC(C)C1 (configuration not stated)
  5	0.0	-13	-0.2
> CN(C)S(=O)(=O)c1ccc2oc3nnc(SCCC#N)n3c2c1
  0	-0.1	4	-0.8
> CC(OC(=O)c1ccc(NC(N)=O)cc1)C(=O)Nc1ccc2c(c1)OCCO2 (configuration not stated)
  -1	-0.1	0	-0.5
> O=C(Nc1ccc(F)c(Cl)c1)c1cc2nc(-c3ccccc3)cc(C(F)(F)F)n2n1
  3	0.2	13	-1.1
> CC1=C(C(=O)Nc2ccccc2C)C(c2ccc([N+](=O)[O-])cc2)NC(=O)N1 (configuration not stated)
  3	0.5	16	-0.7
> COc1ccc(/C=C(\C#N)C(=O)Nc2ccc([N+](=O)[O-])cc2Cl)c(OC)c1
  -3	0.5	10	-0.1
> CCOc1ccc(C2C3=C(CC(C)(C)CC3=O)Nc3ccccc3N2C(C)=O)cc1 (configuration not stated)
  -2	-0.1	-2	0.1
> COc1ccc(OCc2cc(C(=O)N(C)CCc3cnn(C)c3)no2)c(Cl)c1
  -57	0.3	6	-0.6
> O=C(CSc1nnc(-c2ccncc2)o1)c1ccc([N+](=O)[O-])cc1
  3	-0.4	-8	1.4
> CCOc1ccc(NC(=O)CSc2nc(NCCc3ccc(OC)c(OC)c3)c3ccccc3n2)cc1
  -2	0.2	3	-2.2
> CN(C)c1ccc(C(=O)N=c2sc3cc(Cl)ccc3n2C)cc1
  3	0.2	8	0.4
> COCCNS(=O)(=O)c1ccc(C2CNC(=O)C2)cc1 (configuration not stated)
  -10	-0.1	-12	0.3
> O=c1[nH]c2ncc(-c3ccc4c(c3)OCO4)nc2n1Cc1ccncc1
  -11	-0.6	-5	-0.6
> COc1ccc(C(=O)COC(=O)c2c(F)cccc2F)cc1
  -13	0.7	10	-8.5
> CCc1nc2sc3c(c2c2nnc(SCC(=O)NNC(=O)C(C)C)n12)CCC(C)C3 (configuration not stated)
  -10	0.5	-5	-1.1
> COc1ccccc1C(=O)N1CCN(C(=O)c2cc(Cc3ccccc3)no2)CC1
  -5	0.0	-21	0.0
> COc1cc2c(cc1OC)C(COc1ccccc1OC)N(C(=O)/C=C/c1ccccc1)CC2 (configuration not stated)
  3	0.4	-10	1.2
> O=C(C1CCCCC1)N1CCC[C@@H]1Cn1nc(-c2cccs2)ccc1=O
  12	0.1	0	0.7
> CCOC(CNC(=O)c1nnc(-c2cccnc2)o1)OCC
  -5	-0.1	1	-0.8

# The final 2 compounds of the part before come first, to join the parts.
# The line under a structure holds: TEAD-YAP block	FBW7 act	MITF primary	GPR151 activ
> O=C(C1CCCCC1)N1CCC[C@@H]1Cn1nc(-c2cccs2)ccc1=O
  12	0.1	0	0.7
> CCOC(CNC(=O)c1nnc(-c2cccnc2)o1)OCC
  -5	-0.1	1	-0.8
> N#Cc1ccc(NCC(=O)Nc2ccc(S(=O)(=O)N3CCCCC3)cc2)cc1
  7	0.4	10	-1.2
> Cc1cc(C)nc(Nc2c(C)cccc2C)n1
  2	0.0	-1	-0.4
> CCOC(=O)C1=C(C)NC2=C(C(=O)CCC2)C1c1cccc(Cl)c1Cl (configuration not stated)
  10	-0.1	-16	0.0
> CCN(CCCNC(=O)c1cn(-c2ccc(F)cc2F)c(=O)c2ccccc12)c1cccc(C)c1
  -5	-0.3	1	1.3
> COc1ccc(C(=O)Nc2ccc(-c3nc4cc(C)ccc4o3)c(O)c2)cc1Cl
  -2	0.0	-9	1.7
> CCCCCOC(=O)CSc1nc2sc3c(c2c(=O)n1Cc1ccccc1)CC(C)(CC)OC3 (configuration not stated)
  -3	0.8	0	-0.6
> Cc1c(CNCCCOC(C)C)c(C(=O)O)c(C)n1Cc1ccccc1F
  -3	-0.3	0	-1.8
> COCCn1c(=O)n(CC(=O)N2CCC(C(N)=O)CC2)c2cccnc21
  5	5.7*	3	-1.9
> N#CC1=C(N)Oc2c(cc3ccccc3c2O)C1c1ccccc1 (configuration not stated)
  -9	-0.3	0	-1.6
> Cc1ccccc1CSc1ccc(-n2cccn2)nn1
  -26	0.0	-2	0.0
> COc1cccc(N=c2c([N+](=O)[O-])nn(-c3ccc(Cl)cc3)n2O)c1
  10	-0.4	2	-0.4
> CC1=C(C(=O)Nc2ccccc2C)C(c2ccc(Cl)cc2Cl)NC(=O)N1 (configuration not stated)
  0	0.0	-5	0.5
> C=CCNC(=O)CN(c1ccc(CC)cc1)S(C)(=O)=O
  4	0.2	6	-0.6
> O=C(CCCCCn1c(=S)[nH]c2ccsc2c1=O)NCCc1ccccc1
  -4	0.6	9	-0.3
> CC(C)c1[nH]nc2c1C(c1cn[nH]c1-c1ccc(F)cc1)C(C#N)=C(N)O2 (configuration not stated)
  -30	0.2	24	-0.7
> C=CCn1c(SCC(=O)C(C)(C)C)nc2ccccc2c1=O
  -2	0.1	-4	-2.4
> CCCCCCCC/C=C\CCCCCCCC(=O)NCCS(=O)(=O)O
  x	x	1	2.8
> COc1ccc(-c2noc(C3CC(=O)N(c4ccc(C)c(F)c4)C3)n2)c(OC)c1 (configuration not stated)
  -6	-0.1	-5	2.3
> OCCC1CN(Cc2nccs2)CCN1Cc1ccccc1F (configuration not stated)
  1	-0.1	0	-0.8
> Cc1nn(C(=O)c2c(Br)cnn2C)c(C)c1Br
  4	0.1	1	0.2
> O=C(c1ccc(F)cc1)N1CCN(C(=O)c2cccs2)CC1
  1	0.1	-5	1.0
> c1ccc(-c2cnc(NC3CCCCC3)nc2)cc1
  -55	0.2	7	0.8
> O=[N+]([O-])c1ccc(CNC2CCCC2)cc1
  -11	-0.2	12	0.0
> COC(=O)CSc1nnc(-c2cccnc2)n1C1CCCCC1
  -16	0.2	-5	0.5
> Cc1ccc(N(C(=O)C2CCCC2)C2C=CS(=O)(=O)C2)cc1C (configuration not stated)
  -7	-0.1	-1	0.8
> COc1cc2nc(NC(=O)c3cc(Cl)sc3Cl)sc2cc1OC
  -19	0.0	-9	-1.6
> Cc1cnc(-c2cccc(N)c2)nc1Nc1ccc(N2CCOCC2)cc1
  11	-0.1	7	-0.9
> Cc1ccc(N2CCCS2(=O)=O)cc1NC(=O)Nc1ccc(F)cc1
  4	-0.1	-1	1.4
> CCn1c(SCc2nc3ccccc3c(=O)[nH]2)nnc1-c1ccccc1
  0	0.3	14	0.0
> CCCOC(=O)c1cccc(NC(=O)COc2ccc(Cl)cc2)c1
  -1	0.7	6	0.2

# As entered above:
# Value for COc1cccc(N=c2c([N+](=O)[O-])nn(-c3ccc(Cl)cc3)n2O)c1 under GPR151 activ: -0.4
# Value for CC1=C(C(=O)Nc2ccccc2C)C(c2ccc(Cl)cc2Cl)NC(=O)N1 (configuration not stated) under FBW7 act: 0.0

# New compounds follow.
# The line under a structure holds: TEAD-YAP block	FBW7 act	MITF primary	GPR151 activ
> O=C(NCc1ccc2c(c1)OCO2)c1sc2ccccc2c1Cl
  -1	0.0	3	0.2
> CC(=O)/C(N=Nc1ccc2c(c1)OCCO2)=C(/C)O
  5	-0.2	-1	-3.0
> O=C(Cn1nnc(-c2ccccc2Cl)n1)Nc1ccc(OC(F)(F)F)cc1
  0	0.0	-10	0.8
> Cc1cc(N(CC(=O)Nc2ccc(F)c(Cl)c2)S(C)(=O)=O)ccc1Br
  -5	-0.1	8	1.4
> Cc1ccc2c(c1)N(C(=O)N1CCC(C(=O)NCc3ccc(F)cc3)CC1)CCO2
  4	-0.2	-6	0.6
> CCOC(=O)N1CCC(NC(=O)c2ccc3c(Cl)c4c(nc3c2)CCCC4)CC1
  2	0.1	2	0.5
> CCCCCCCCCCCCC(O)C(=O)O (configuration not stated)
  x	x	-10	-0.6
> COc1ccc(CC(=O)Nc2cccc(F)c2C)cc1
  2	0.3	17	0.0
> CCOC(=O)c1c(NC(=O)c2ccc(OCC)cc2)sc2c1CCN(C(=O)OCC)C2
  10	0.2	15	-0.4
> O=C(NCc1ccccc1Cl)C1CCCN1S(=O)(=O)c1cccc2cccnc12 (configuration not stated)
  -18	-0.3	14	0.8
> CCn1c(=O)c2sccc2n2c(CCCC(=O)NC3CCCCC3C)nnc12 (configuration not stated)
  3	0.1	2	2.7
> CCn1c(C(=O)O)c(CC(=O)N(C)c2ccc(C)c(C)c2)c2ccccc21
  -10	0.7	12	-0.5
